Screens (PubChem)
SIRT5 inh = inhibitors of human sirtuin-5 desuccinylase; Q9NXA8; inhibition, % at 15 µM; hit rate 1.1% among 330,000; Purified SirT5, succinyl-peptide AMC, trypsin-coupled fluorescence; in the data active = inhibition above about 15%; inconclusive = no clear call, values can overlap the other calls
Target sequence (Q9NXA8 whole entry, looked up): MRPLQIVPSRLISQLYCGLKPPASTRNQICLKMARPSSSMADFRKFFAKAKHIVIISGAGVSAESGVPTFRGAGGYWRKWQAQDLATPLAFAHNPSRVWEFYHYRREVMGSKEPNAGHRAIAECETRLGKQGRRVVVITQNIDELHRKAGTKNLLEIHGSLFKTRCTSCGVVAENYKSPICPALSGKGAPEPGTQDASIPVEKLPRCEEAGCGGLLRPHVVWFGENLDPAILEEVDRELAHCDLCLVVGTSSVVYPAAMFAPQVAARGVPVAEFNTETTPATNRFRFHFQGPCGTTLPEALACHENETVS
ERAP1 inh = ERAP1 (human) enzyme inhibition; hit rate 0.15% among 340,000; AID 652197; Q9NZ08; inhibition, % at 10.7 µM; recombinant ERAP1, Leu-AMC fluorescence, 60 min;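 active = mean replicate inhibition of at least 30%, or all replicates individually reaching that 30% level; inactive = mean below 30% and not every replicate reaching it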;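 also: 0% = neutral control wells and 100% = L-leucinethiol positive control wells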
DENV2 CPE rescue = inhibitors of DENV2 cytopathic effect. CPE inhibition, % at 9.99 µM. hit rate 1.7% among 350,000. DENV2-infected cells, cytopathic effect rescue, plate reader. AID 651640; in the data active = CPE inhibition above about 20%, passing the limit was not always enough; inconclusive = no clear call, values can overlap the other calls; tested in BHK-21 cells;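 also: 0% = median of neutral control wells and 100% = median of positive control wells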
CFTR F508del cor = CFTR F508del correction in bronchial cells; CFBE cells, YFP halide quenching; stimulated with forskolin plus potentiator P3; % fluorescence drop versus neutral controls; activity (quench increase), % at 7.58 µM; hit rate 0.36% among 350,000; AID 720511;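 active = mean added fluorescence quench of at least 8% versus neutral control, with both replicates also reaching 8%; inconclusive = only one of the mean or replicate conditions met; inactive = mean below 8% and not both replicates reaching 8%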;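 also: cells transiently co-express mutant CFTR-F508del with the halide-sensitive YFP; corrector assay measuring rescue of mutant channel to the surface after 24 h compound exposure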
miR122 inh = miR-122 inhibition in Huh7 cells | AID 602342 | activation (reporter increase), % at 12.5 µM | Huh7 miR-122 Renilla luciferase sensor, 48 h; neutral wells = 0, positive control = 100 | hit rate 0.3% among 340,000;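 active = mean replicate activation score at least 90 and every replicate individually at or above 90; inconclusive = only one of the two criteria met; inactive = neither criterion met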;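 also: higher luciferase means less miR-122 activity so hits act as miR-122 inhibitors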
CASP6 VEID inh = inhibitors of human caspase-6; P55212; purified caspase-6, Z-VEID-R110 cleavage fluorescence; inhibition, % at 12.5 µM; hit rate 0.53% among 350,000;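 active = mean inhibition across replicates at least about 35%, with every replicate also reaching that limit, limit read from the data; inconclusive = only one of the two criteria met; inactive = neither criterion met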;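 also: 0% = median of neutral control wells and 100% = no fluorescence left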
Target sequence (P55212 24-179 limits assumed): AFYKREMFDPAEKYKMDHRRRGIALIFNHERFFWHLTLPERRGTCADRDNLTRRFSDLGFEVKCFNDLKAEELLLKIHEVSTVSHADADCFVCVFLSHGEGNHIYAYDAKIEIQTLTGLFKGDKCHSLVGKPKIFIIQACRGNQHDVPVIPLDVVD
Target sequence (P55212 194-293 limits assumed): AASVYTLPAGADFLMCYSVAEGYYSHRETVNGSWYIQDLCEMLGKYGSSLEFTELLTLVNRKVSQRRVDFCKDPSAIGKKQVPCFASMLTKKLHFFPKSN
ERp5 inh = inhibitors of human ERp5; ERp5 insulin aggregation, absorbance 650 nm, 90 min; inhibition, % at 9.99 µM; hit rate 0.05% among 350,000; AID 651711;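 active = mean replicate inhibition above about 25%, with every replicate also reaching it, limit read from the data, passing the limit was not always enough; inconclusive = only one of those two criteria met; inactive = neither criterion met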
Target sequence (Q15084 whole entry, looked up): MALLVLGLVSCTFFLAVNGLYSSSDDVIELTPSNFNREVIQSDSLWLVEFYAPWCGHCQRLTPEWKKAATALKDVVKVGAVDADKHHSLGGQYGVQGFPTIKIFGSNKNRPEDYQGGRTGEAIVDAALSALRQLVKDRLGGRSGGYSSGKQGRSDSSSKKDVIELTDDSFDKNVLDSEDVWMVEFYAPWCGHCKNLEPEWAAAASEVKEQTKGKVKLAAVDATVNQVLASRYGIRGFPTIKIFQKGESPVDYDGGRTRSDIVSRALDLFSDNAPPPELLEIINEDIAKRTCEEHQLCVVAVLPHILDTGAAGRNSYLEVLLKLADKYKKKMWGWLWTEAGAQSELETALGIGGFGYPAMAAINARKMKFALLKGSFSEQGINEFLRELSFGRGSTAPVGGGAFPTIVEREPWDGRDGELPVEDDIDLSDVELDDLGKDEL
The depositor's hits bear a star; ? = inconclusive; / = not tested or not shown; & = joins results of further samples; [ ] = dose if it differs, or a comment.

SMILES	SIRT5 inh	ERAP1 inh	DENV2 CPE rescue	CFTR F508del cor	miR122 inh	CASP6 VEID inh	ERp5 inh
COC(=O)c1c(NC(=O)CN2C(=O)C(=O)N(C(C)C)C2=O)sc(C)c1C	-3.2	1.3	9.7	-3.0	-6.9	-1.3	5.0
COc1ccccc1NC(=O)N(C)C[C@@H]1OCc2cn(nn2)CCCC(=O)N([C@@H](C)CO)C[C@@H]1C	-1.5	-0.2	-2.5	-1.6	3.3[16.7 µM]	2.4	0.3
C/C=C/c1ccc([C@@H]2[C@@H](CO)N(C(=O)C3CCOCC3)C23CN(C(=O)NC(C)C)C3)cc1	-0.8	2.9	14.8	3.8	/	0.6	-1.5
CCOC(=O)c1c(C)[nH]c(C(=O)CSc2nccc(C)n2)c1C	/	2.0	-2.1	-1.2	/	0.7	2.6
C[C@@H]1CN([C@@H](C)CO)C(=O)c2cc(/C=C/c3ccccc3)cnc2O[C@H]1CN(C)C(=O)Nc1ccccc1F	-8.3	3.1	14.2	-0.4	-3.6[16.7 µM]	-0.8	-15.8
Cc1c(C(=O)Nc2ccc3c(c2)CCC3)cccc1[N+](=O)[O-]	1.6	0.1	17.1	-2.3	6.6	-0.5	-2.6
Cc1ccc(N(CCC#N)C(=O)CN2C(=O)NC(Cc3ccccc3)C2=O)cc1 (configuration not stated)	-9.4	0.0	5.8	-3.2	/	3.4	1.6
CN(C)S(=O)(=O)c1ccc(N2CCCC2)c(C(=O)NCC2CCCO2)c1 (configuration not stated)	-5.0	-7.2	-3.5	1.2	/	-2.1	-5.3
Cc1[nH]c2ccccc2c1C(=O)CSc1ccc(Cl)cc1	-5.1	0.5	-5.6	-2.0	15.7	-1.3	3.8
CCOC(=O)c1c(C)[nH]c(C)c1C(=O)COC(=O)/C=C/c1ccco1	-0.4	-4.3	3.8	-2.3	/	7.4	2.4
CC1CCCN(C(=O)CSc2nc3ncccc3[nH]2)C1 (configuration not stated)	-0.3	-3.0	-6.1	1.4	/	7.0	2.1
COc1ccc(S(=O)(=O)Nc2ccc3c(c2)CC(=O)N([C@H](C)CO)C[C@H](C)[C@@H](CN(C)C(=O)Nc2ccc(F)cc2)O3)cc1	/	/	-9.7	-4.2	6.7[16.7 µM]	/	/
Nc1cc(SCc2ccc(Cl)cc2Cl)ncn1	-9.4	-2.7	12.6	0.0	-2.7	-2.9	-2.6
CCCCCCCCN1C(=O)[C@@H](CC(=O)N2CCC(c3ccccc3)CC2)C[C@@]2(C(=O)OC)C1=C[C@H](C1CCCC1)O[C@@H]2C	/	-0.1	-5.0	-1.7	/	-5.7	1.1
CC(C)N(Cc1ccccc1)C(=O)CN1C(=O)c2ccccc2C1=O	-5.4	0.9	0.6	2.6	-3.6	-1.0	0.4
NC(=O)c1nsc(C(=O)N(Cc2ccc(F)cc2)C(C(=O)NCC2CCCO2)c2ccc(F)cc2)c1N (configuration not stated)	-4.5	-1.5	-2.2	-1.8	4.2	-4.2	-2.4
Cc1nnc(CN(C)C(=O)c2cc(COc3ccc(F)cc3Cl)on2)o1	-2.8	-4.6	-1.6	1.9	/	-0.6	8.2
COc1cc(OC)cc(-c2c(-c3cccs3)c3cc(-c4ccn[nH]4)ccc3n2C)c1	2.9	-0.6	32.6*	1.3	24.5	-2.7	4.7
CC(C)c1ccc(NC(=O)CN2C(=O)NC(Cc3c[nH]c4ccccc34)C2=O)cc1 (configuration not stated)	-2.8	3.5	-0.7	2.3	-5.7	-1.4	1.8
COc1nc(C)c2cc(C)oc2n1	-3.6	-4.3	0.0	/	/	51.3*	1.7
COc1cc(CN2CCC(C)CC2)ccc1OCc1ccccc1	-0.1	-2.4	10.9	3.7	/	0.1	0.6
COc1ccc(S(=O)(=O)N(C)C[C@@H]2Oc3cc(-c4cccc(F)c4)ccc3S(=O)(=O)N([C@@H](C)CO)C[C@@H]2C)cc1	13.1	0.6	-2.0	0.8	-17.2[16.7 µM]	-2.8	2.5
COc1ccccc1-n1nnnc1SCC(=O)Nc1oc(C)c2c(C)n[nH]c(=O)c12	-2.4	2.5	8.5	-4.0	/	8.9	1.1
O=C(c1ccc(Br)o1)N1CCN=C1SCc1cccc(F)c1	/	/	8.6	2.8	-4.8	3.4	-5.6
Cc1ccc(N(CC(=O)NCCc2ccccc2)C(=O)CCC(=O)Nc2cc(C)ccn2)cc1	-6.4	-4.6	-1.1	-0.2	1.0	-1.1	-0.6

The results go on.
SMILES	SIRT5 inh	ERAP1 inh	DENV2 CPE rescue	CFTR F508del cor	miR122 inh	CASP6 VEID inh	ERp5 inh
O=C(Cn1cc(C(F)(F)F)ccc1=O)N/N=C/c1ccccc1O	-3.1	-5.7	/	-1.1	7.5	-1.2	-5.5
Cc1ccc(NC(=O)COC(=O)c2ccc(OC(F)F)cc2)cc1S(=O)(=O)N1CCCCC1	-3.6	-5.7	-6.6	0.4	/	-2.1	0.4
CC(C)CC#Cc1cnc2c(c1)C(=O)N([C@H](C)CO)C[C@H](C)[C@@H](CN(C)Cc1cncnc1)O2	-1.0	1.8	4.6	0.1	11.1[16.7 µM]	1.2	0.5
CCN(CC(=O)Nc1cccc(S(N)(=O)=O)c1)Cc1nc2ccccc2c(=O)[nH]1	-3.8	0.7	0.3	-1.4	-4.7	-7.3	1.2
CCOc1ccc(NC(=O)NCCN2CCN(c3cccc(C)c3C)CC2)cc1	-8.5	-0.5	-2.7	1.5	-7.3	-1.8	6.0
O=C(CCc1ccccc1)Nc1ccnn1C1CCN(C/C=C/c2ccccc2)CC1	-3.7	-2.8	0.4	1.9	-6.4	/	1.6
O=C(CSc1nc2ccccc2c(=O)n1CC1CCCO1)Nc1ccccc1 (configuration not stated)	3.5	3.1	-3.4	0.6	/	3.2	-6.1
C[C@@H]1CN([C@@H](C)CO)C(=O)Cc2cc(NS(=O)(=O)c3cn(C)cn3)ccc2O[C@@H]1CN(C)Cc1ccc(C(F)(F)F)cc1	-4.2	/	7.3	1.3	-6.1[16.7 µM]	/	-0.7
Cc1cc(N2CCOCC2)nc(N2CCOCC2)n1	-1.4	-2.4	4.2	0.5	-4.6	-1.3	-2.0
CC(=O)c1ccc(-n2c(=O)[nH]c(=O)c3c(N)c(C(=O)c4ccc(Cl)cc4)sc32)cc1	0.1	/	-7.9	-0.5	-18.9	-0.3	-1.3
C=C(C)CN(CC)C(=O)CSc1nc(O)cc(=O)n1C1CCCC1	0.9	4.7	-1.3	-3.0	0.8	-2.3	7.6
O=C(O)c1c(Cl)nc2ccccn12	-7.1	2.7	2.8	2.3	/	1.0	-7.9
COc1ccc(NS(=O)(=O)c2ccc3c(c2)CCC(=O)N3)cc1O	2.5	0.4	4.9	1.6	/	-1.1	-14.9
COc1ccc(OC)c(C(O)c2ncc(-c3ccccc3OC)[nH]2)c1 (configuration not stated)	/	1.6	2.4	2.5	12.4	1.6	-2.0
O=C(O)CCCNC(=O)Cc1ccccc1	-0.3	-6.1	-3.3	1.0	/	0.8	-2.2
COc1ccccc1CNC(=O)C[C@H]1C[C@@H]2c3cc(NC(=O)c4ccc5c(c4)OCO5)ccc3O[C@@H]2[C@H](CO)O1	4.5	-0.6	-0.4	1.3	-1.7[16.7 µM]	-1.5	-1.2
CCNC(=S)N(CCCN(CC)CC)Cc1cc2cc3c(cc2[nH]c1=O)OCO3	-4.1	4.5	0.8	3.4	-9.1	-1.0	4.2
O=C(COC(=O)c1cc2ccccc2oc1=O)Nc1cccc(Br)c1	-3.4	0.7	4.5	-1.0	-4.3	2.9	1.7
COc1ccc(C(=O)Nc2cc(=O)n(C)c(=O)n2C)cc1OC	-1.1	-1.6	15.5	0.7	1.6	-1.1	3.5
CCOC(=O)COc1ccc2c(C)cc(=O)oc2c1C(=O)c1ccccc1	-0.7	-0.2	12.0	2.6	/	4.7	-1.1
COc1ccccc1C(=O)NC(=O)COC(=O)c1cccc(C)c1O	0.5	0.2	3.8	-2.0	/	2.5	15.5
C[C@@H]1CCCCO[C@H](CN(C)Cc2ccc(C(=O)O)cc2)[C@H](C)CN([C@@H](C)CO)C(=O)c2cc(NC(=O)c3ccncc3)ccc2O1	0.4	4.4	32.1*	-0.6	9.2[16.7 µM]	1.3	2.1
N=C1S/C(=C\c2ccc(-c3ccccc3C(=O)O)o2)C(=O)N1c1ccc2c(c1)OCO2	7.5	0.0	8.0	-1.6	/	20.2	2.8
COc1ccc(F)cc1S(=O)(=O)Nc1cc2c3c(c1)CCN3C(=O)CC2	-0.9	-2.4	1.2	-1.1	30.2	7.0	5.4
Nc1nc2ncccn2c1-c1ccc(C(F)(F)F)cc1	-7.7	/	16.5	0.4	/	-1.0	4.6

6 entries from above, with two lines to a compound:
Every second line gives: SIRT5 inh, ERAP1 inh, DENV2 CPE rescue, CFTR F508del cor, miR122 inh, CASP6 VEID inh, ERp5 inh
- Cc1ccc(NC(=O)COC(=O)c2ccc(OC(F)F)cc2)cc1S(=O)(=O)N1CCCCC1
    -3.6, -5.7, -6.6, 0.4, /, -2.1, 0.4
- Cc1cc(N2CCOCC2)nc(N2CCOCC2)n1
    -1.4, -2.4, 4.2, 0.5, -4.6, -1.3, -2.0
- COc1ccc(C(=O)Nc2cc(=O)n(C)c(=O)n2C)cc1OC
    -1.1, -1.6, 15.5, 0.7, 1.6, -1.1, 3.5
- Nc1cc(SCc2ccc(Cl)cc2Cl)ncn1
    -9.4, -2.7, 12.6, 0.0, -2.7, -2.9, -2.6
- COc1ccc(F)cc1S(=O)(=O)Nc1cc2c3c(c1)CCN3C(=O)CC2
    -0.9, -2.4, 1.2, -1.1, 30.2, 7.0, 5.4
- CCCCCCCCN1C(=O)[C@@H](CC(=O)N2CCC(c3ccccc3)CC2)C[C@@]2(C(=O)OC)C1=C[C@H](C1CCCC1)O[C@@H]2C
    /, -0.1, -5.0, -1.7, /, -5.7, 1.1

Next section:
SMILES	SIRT5 inh	ERAP1 inh	DENV2 CPE rescue	CFTR F508del cor	miR122 inh	CASP6 VEID inh	ERp5 inh
COc1ccc2c(c1)C(=O)Cc1ccccc1O2	-4.3	0.7	-0.2	-0.2	-2.9	-0.4	3.4
Cc1cc(-c2nnc(CCC(=O)N(C)Cc3ccsc3)o2)no1	-0.2	-2.2	-5.3	3.4	/	-0.2	-1.5
C[C@@H]1CCCCO[C@@H](CN(C)S(=O)(=O)c2ccc(F)cc2)[C@@H](C)CN([C@H](C)CO)C(=O)c2cc(NS(=O)(=O)c3cn(C)cn3)ccc2O1	-5.8	-3.8	-4.4	-1.7	12.8[16.7 µM]	-1.2	-1.1
CC(C)(C)C(=O)NC(=S)Nc1ccccc1C(=O)NC1CCCCC1	4.3	-1.6	-2.9	1.7	5.0	-1.4	-6.9
CCOC(=O)C1CCCN(C(=O)c2cc(C)oc2C)CC1 (configuration not stated)	/	0.1	?	1.9	3.0	-0.6	-0.1
Cc1ccc(-c2ccc([C@@H]3[C@H](CO)N4C(=O)CN(C(=O)CN5CCOCC5)C[C@@H]34)cc2)cc1	-4.1	-1.1	-4.6	-2.7	/	-0.3	4.8
COc1ccc(NC(=O)Nc2ccc3c(c2)C(=O)N([C@H](C)CO)C[C@H](C)[C@@H](CN(C)C(=O)Nc2ccc4c(c2)OCO4)O3)cc1	2.0&-1.1	1.5&-1.3	-0.7&8.1	2.3&0.4	2.3	1.2&1.5	-5.8&5.1
C#CCNC(=O)C1=C[C@H](C)C[C@H](OCc2ccc(CO)cc2)O1	7.5	-2.2	-4.1	0.4	-8.4	-2.6	1.8
CCOC(=O)c1c(C)[nH]c(C)c1C(=O)COC(=O)CSc1ccc(C)cc1	7.2	0.6	-1.2	-3.7	/	0.8	8.0
C[C@H](CO)N1C[C@H](C)[C@@H](CN(C)Cc2cccnc2)Oc2ncc(C3=CCCC3)cc2C1=O	4.3	-0.2	-6.6	1.1	/	8.0	11.7
COc1ccc(C(=O)NN=C2CCCC2)cc1OC	0.5	-2.0	-8.5	-2.7	-1.9	-0.7	2.9
